Bioassay records deposited in PubChem BioAssay by National Center for Advancing Translational Sciences (NCATS).
TbPYK inhibitor – blocks Trypanosoma brucei pyruvate kinase | 0.12% of 410,000 active | Potency, µM (top dose mostly 76.8 µM), for inactives: at the top dose activity, negative = inhibition, most hits filed as inhibitors | Q57TT1 | AID 624173 | TbPYK enzyme, Kinase-Glo Plus ATP luminescence, 45 min; also: potency is read from the fitted curve at half-maximal effect; nearly all actives have a fitted effect of over 50% in size
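Assay buffer: 50 mM TEA pH 7.2, 100 mM KCl, 10 mM MgCl2, 0.05% BSA, 0.01% Tween-20. Pyruvate kinase from T. brucei plus substrate met compound, then ADP (130 uM final). Luminescence was read post 45 min RT.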
LmPK inhibitor – inhibitors of Leishmania mexicana pyruvate kinase | purified LmPK, Kinase-Glo ATP luminescence, 1 h | Potency, µM (highest dose often 57.5 µM), inactives show at the highest dose activity change, negative = inhibition, actives largely listed as inhibitors | AID 1721 | 0.37% of 290,000 active; also: potency is read from the fitted curve at half-maximal effect
Target sequence (Q27686 whole entry, looked up): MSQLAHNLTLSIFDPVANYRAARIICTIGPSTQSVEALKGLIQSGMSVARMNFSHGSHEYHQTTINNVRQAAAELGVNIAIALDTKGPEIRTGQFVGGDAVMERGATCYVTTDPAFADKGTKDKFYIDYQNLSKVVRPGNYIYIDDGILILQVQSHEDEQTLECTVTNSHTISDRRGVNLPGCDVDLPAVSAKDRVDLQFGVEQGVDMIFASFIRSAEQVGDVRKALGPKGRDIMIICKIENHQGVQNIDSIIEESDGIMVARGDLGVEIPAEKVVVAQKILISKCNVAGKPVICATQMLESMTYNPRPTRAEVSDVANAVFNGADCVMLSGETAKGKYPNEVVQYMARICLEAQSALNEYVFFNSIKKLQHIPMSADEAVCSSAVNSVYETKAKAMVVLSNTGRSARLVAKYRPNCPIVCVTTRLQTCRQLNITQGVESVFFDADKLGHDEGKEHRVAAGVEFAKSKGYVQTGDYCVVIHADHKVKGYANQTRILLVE
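Pyruvate kinase activity monitored as ATP production (luciferase luminescence). Conditions: 0.1 nM enzyme, 0.5 mM PEP, 0.1 mM ADP, 1 h, RT; normalized against uninhibited and no-enzyme wells.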
HCMV antiviral – human cytomegalovirus inhibition | HFF cells, HCMV-luciferase reporter, 72 h; hits give low values | activity change, negative = inhibition, % at 57.5 µM | 4.5% of 410,000 active | AID 1259415; in the data active = activity change below about -60%; inconclusive = no clear call, values can overlap the other calls; inactive = above about -39%
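Two-dose cell screen: HFF monolayers treated with compounds and infected with luciferase-expressing HCMV at 1 PFU/cell, 72 h at 37C, then lysed for luciferase measurement.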
AMA1 RON2 block – AMA1-RON2 (P. falciparum) interaction inhibition. AlphaScreen AMA1-biotinylated RON2 peptide binding. Potency, µM (doses to about 58.2 µM), inactives show at the top dose activity change, negative = inhibition, hits mostly inhibitors. 0.2% of 360,000 active;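 also: potency is read from the fitted curve at half-maximal effect; 0% = vehicle wells and -100% = peptide control; nearly all actives have a fitted effect of over 45% in size; some results filed as inactive show a strong effect at the top dose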
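AMA1 (3D7) with his tag at 25 nM final met compounds first, then biotinylated RON2 peptide at 25 nM; detection used donor plus acceptor beads, 10 µg/mL apiece, read by AlphaScreen after 30 min at room temperature.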
AmpC inh detg – AmpC beta-lactamase inhibition with detergent present | P00811 | AmpC hydrolysis of nitrocefin, absorbance 480 nm, 0.01% Triton | Potency, µM (series often up to 114 µM), for inactives: top-dose activity change, negative = inhibition, actives largely listed as inhibitors | 0.041% of 370,000 active | AID 485294;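 also: potency is read from the fitted curve at half-maximal effect; 0% = no-compound wells and -100% = no-enzyme wells; nearly all actives have a fitted effect of over 25% in size; some results filed as inactive show a strong effect at the top dose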
Target sequence (P00811 whole entry, looked up): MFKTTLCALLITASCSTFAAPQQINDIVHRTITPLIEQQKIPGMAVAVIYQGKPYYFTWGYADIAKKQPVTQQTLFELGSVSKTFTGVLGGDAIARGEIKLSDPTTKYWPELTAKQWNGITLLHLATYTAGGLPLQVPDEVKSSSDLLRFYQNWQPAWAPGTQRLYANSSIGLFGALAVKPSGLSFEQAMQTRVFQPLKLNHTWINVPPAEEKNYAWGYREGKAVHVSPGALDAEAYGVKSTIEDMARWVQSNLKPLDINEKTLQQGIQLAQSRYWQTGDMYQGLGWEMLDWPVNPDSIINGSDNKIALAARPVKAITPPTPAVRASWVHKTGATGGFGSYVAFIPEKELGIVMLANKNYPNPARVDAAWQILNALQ
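AmpC (5.3 nM in the dispensed reagent) in 20 mM phosphate pH 7.0 with 0.01% (detergent screen) or 0.0001% Triton X-100 was preincubated with compounds for 15 min at room temperature. Nitrocefin was then added from an 800 uM solution, and hydrolysis was followed at 480 nm.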
Sm TGR block – S. mansoni TGR enzyme inhibition; Q962Y6; AID 485364; purified TGR, DTNB reduction, TNB absorbance 405 nm; 3% of 360,000 active; Potency, µM (highest dose often 114 µM), for the others: at the top dose activity change, negative = inhibition, hits mostly inhibitors; also: potency is read from the fitted curve at half-maximal effect; nearly all actives have a fitted effect of over 60% in size
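First, TGR (20 nM dispensed) and NADPH were mixed with compound. Second, a 15 min room-temperature incubation followed. Third, further NADPH and then DTNB were added to start the reaction. Finally, TNB absorbance was monitored kinetically.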
AmpC inh no detg – inhibitors of E. coli AmpC beta-lactamase without detergent. P00811. AmpC nitrocefin hydrolysis, absorbance 480 nm, 0.0001% Triton. Potency, µM (top dose mostly 57.1 µM), for the others: at the top dose activity change, negative = inhibition, hits mostly inhibitors. 0.52% of 330,000 active. AID 485341;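 also: potency is read from the fitted curve at half-maximal effect; plate controls were no compound for no effect and no enzyme for full effect; nearly all actives have a fitted effect of over 20% in size; some results filed as inactive show a strong effect at the top dose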
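20 mM phosphate pH 7.0 + 0.01% (detergent screen) or 0.0001% Triton X-100; 5.3 nM AmpC reagent; cpd preinc 15 min RT; nitrocefin (800 uM stock) to start; A480 q20 s × 4 min; Activity was normalised to no-enzyme and no-compound control wells.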
* hit, by the source's call; u = inconclusive; x = not tested or not shown; [ ] = dose if it differs, or a comment. Unless noted, calls follow the shape of the dose curve; as a rule, active = well fitted curve in the direction sought with a large enough effect; inconclusive = small, poorly fitted or top-dose-only effect, or another doubt; inactive = no such curve, though single readings can be large; an effect the other way counts as inactive or inconclusive. Unless noted, % is scaled to controls: 0 for no effect and ±100 for the full control effect.

cpd | Compound | TbPYK inhibitor | LmPK inhibitor | HCMV antiviral | AMA1 RON2 block | AmpC inh detg | Sm TGR block | AmpC inh no detg
1 | Cn1nc(-c2ccccc2)c(-c2ccccc2)c(C(=O)Nc2ccc(S(N)(=O)=O)cc2)c1=O | 2% | x | 7 | x | -3% | 0% | x
2 | Cc1c(C)c2c(OCC(=O)NCC(C)C)cc3c(c2oc1=O)CCC(C)(C)O3 | 6% | 4% | 5 | -2% | 3% | 11% | 3%
3 | COc1ccc(NC(=O)c2ccccc2[N+](=O)[O-])cc1OC | 2% | 1% | 1 | -10% | u | -7% | -15%
4 | COc1ccc(OCCCC(=O)Nc2cccc(S(=O)(=O)N3CCCCCC3)c2)cc1 | 0% | x | -2 | -6% | 1% | -2% | -8%
5 | O=C(CCn1ccc2cc(S(=O)(=O)N3CCCC3)ccc21)NCc1ccccc1 | 3% | 8% | 25 | 0% | -9% | 0% | -18%
6 | O=C(CSC1=Nc2ccccc2N=C(c2ccc(F)cc2)C1)Nc1cccc(C(F)(F)F)c1 | -1% | x | -18 | x | -3% | -5% | x
7 | O=C(Nc1ccc(F)cc1)C(=O)C1C(=O)Nc2ccccc21 (stereo not given) | 0% | -2% | 50 | -7% | -5% | -7% | -6%
8 | CCC(C)(C)NC(=O)C(c1cccs1)N(C(=O)c1ccn[nH]1)c1ccccc1 (stereo not given) | 2% | 0% | -33 | 53%[activator] | -8% | x | 5%
9 | COc1ccc(S(=O)(=O)N2CCCCC2)cc1C(=O)Nc1cc(C)on1 | 8% | -3% | -12 | -4% | -8% | -15% | -9%
10 | COc1ccc(-c2[nH]ncc2C(=O)NCc2ccc(F)cc2)cc1 | -2% | x | 33 | x | 0% | 3% | x
11 | COc1ccccc1NC(=O)CSc1nnc(NC(=O)c2ccco2)s1 | -2% | -14% | -17 | 21% | -4% | -13% | -20%
12 | CN(C)c1ccc(S(=O)(=O)NCC(=O)NCc2ccccc2)cc1[N+](=O)[O-] | -10% | -4% | -30 | -6% | -8% | -25% | -12%
13 | CC(=O)C1=C(O)C(=O)N(CCN2CCOCC2)C1c1ccccc1 (stereo not given) | 2% | 0% | 21 | 1% | -8% | 32µM* | -12%
14 | Cc1cc(NS(=O)(=O)c2ccc(NC(=O)c3ccc(Cl)cc3Cl)cc2)no1 | -4% | 9% | -25 | -8% | u | 4% | -30%
15 | C[C@H](O)[C@@H]1CN2CCc3c([nH]c4ccccc34)[C@@H]2C[C@@H]1N(C)C(=O)Nc1cccc2ccccc12 | 2% | x | 19 | -4% | x | x | x
16 | O=C(CN(CC1CCCO1)C(=O)CNS(=O)(=O)c1ccc(Cl)cc1)NC1CCCCC1 (stereo not given) | -2% | -8% | 34 | -2% | -8% | -2% | 67%[activator]
17 | c1coc(Cn2c(SCc3nc4ccccc4[nH]3)nnc2-c2cccs2)c1 | -12% | 0% | u | -8% | -13% | -17% | -37%
18 | COc1ccc(C(C)=O)cc1CN1C(=O)C(C)N(c2ccc(C)cc2)C1=O (stereo not given) | 0% | 0% | 39 | -10% | -9% | -9% | 36%
19 | Cc1ccc(NC(=O)COC(=O)CCC(=O)c2cccs2)cc1C | -2% | -1% | -9 | 0% | -2% | 10% | -10%
20 | CCC(=O)NC(=S)Nc1ccccc1OC | -22% | 2% | -32 | -17% | -7% | 0% | -11%
21 | O=c1[nH]c(-c2ccccc2)ncc1OCc1ccccc1 | -6% | x | -63* | 19% | x | x | x
22 | O=C(COC(=O)c1cnccn1)c1ccc([N+](=O)[O-])cc1 | 2% | 4% | -7 | 6% | 2% | -25% | 3%
23 | Cc1cc([N+](=O)[O-])nn1Cc1ccccc1F | 2% | -3% | -7 | -2% | 0% | 0% | -13%
24 | Cc1cc(C)c(OCCCCN2CCC(C)CC2)c(Br)c1 | -1% | -2% | u | -20% | -3% | -1% | 16%
25 | CCC(CC)NC1CCCCC1OC (stereo not given) | 4% | -8% | -5 | 6% | 2% | 2% | -5%
26 | CC(=O)Nc1ccc(S(=O)(=O)N2Cc3cnnn3-c3ccccc3C2C#N)cc1 (stereo not given) | -4% | x | 8 | -3% | x | x | x
27 | c1ccc(OCCCn2nnc(-c3cccnc3)n2)cc1 | -1% | -5% | u | -10% | u | 0% | -6%
28 | CC(OCC(O)CNCC1COc2ccccc2O1)c1ccc(Cl)cc1 (stereo not given) | 30% | -6% | 16 | u | 1% | -1% | 71%[activator]
29 | COCC(C)n1c(C)cc(C(=O)COC(=O)c2cnc(Cl)c(Cl)c2)c1C (stereo not given) | 0% | x | -23 | -4% | x | x | 84%[activator]
30 | Cc1cc(OCC(=O)N2CCN(CCc3ccncc3)CC2)ccc1Cl | 4% | x | 20 | x | 13% | -19% | x
31 | CN1CCN(C(=O)c2ccc(Cl)cc2)CC1 | -12% | -2% | 67 | -9% | -14% | 12% | -3%
32 | CCOc1cccc(C(=O)NC(=S)Nc2cccc(NC(=O)c3ccccc3Cl)c2)c1 | -2% | 2% | u | 9% | -13% | -23% | -19%
33 | COc1cc(OC)cc(C(=O)Nc2ccc(NC(=O)c3ccco3)c(Cl)c2)c1 | -15% | -19% | x | -15% | 4% | 2% | -19%
34 | O=C(C[N+]12CCC(CC1)C(O)C2)c1ccc(Br)cc1 (stereo not given) | 4% | 4% | x | 10% | u | 23% | -10%
35 | C=CCn1c(SCC(=O)Nc2nccs2)nnc1-c1cc2cccc(OC)c2o1 | -3% | -1% | -39 | 11% | -5% | -6% | 22%
36 | N#Cc1c(F)cccc1N1CCN(Cc2ccc3c(c2)OCO3)CC1 | 0% | 6% | 83 | -6% | 1% | 4% | -8%
37 | CN1CCN(c2nc3c(c(=O)[nH]c(=O)n3C)n2Cc2ccccc2F)CC1 | -1% | -3% | x | 0% | -2% | -1% | -4%
38 | C/C=C(\C)C(=O)Nc1cccc(C2=NOC3(C2)C[C@@H](C(N)=O)N(C(=O)c2ccccc2C(=O)c2ccccc2)C3)c1 (stereo not given in full) | -12% | 2% | -8 | -7% | 1% | 6% | 160%[activator]
39 | COc1cc(OC)c(NC(=O)Cc2cccs2)cc1Cl | -19% | -8% | 36 | -7% | -10% | 0% | -17%
40 | CCOc1ccc(C(=O)NCC(=O)OCC(=O)Nc2cccc(S(=O)(=O)N3CCCC3)c2)cc1 | 1% | 6% | -3 | -2% | 8% | 0% | -47%
41 | O=C(Cc1ccc(Cl)c(Cl)c1)N/N=C/c1cccnc1 | 5% | 5% | 19 | 1% | u | 0% | -3%
42 | Nc1nccnc1C(=O)OCC(=O)NNC(=O)c1ccccc1 | -5% | -3% | -12 | 23% | 1% | -25% | -16%
43 | COc1ccc(-c2nn(CCC#N)cc2C(=O)Nc2cccc([N+](=O)[O-])c2)cc1OC | -7% | -4% | 23 | -2% | u | -11% | 8%
44 | O=C1OC(c2ccccc2)=C/C1=C\N1CCOCC1 | 1% | -1% | 14 | -2% | 0% | 20µM* | -28%
45 | O[C@@H]1CN(Cc2cccs2)[C@@H](c2ccccc2)C[C@H]1n1cc(-c2ccc(F)cc2)nn1 | -4% | x | 19 | 1% | x | x | x
46 | COc1ccc(CC(C)N2CCN(c3ccccc3)CC2)cc1OC (stereo not given) | -14% | 2% | -20 | 9% | u | -4% | -2%
47 | Fc1ccccc1CNC(=S)NCc1ccc(Cl)cc1 | -11% | 9% | -4 | 6% | u | -12% | -33%
48 | COC(=O)[C@@]1(Cc2ccc(F)cc2)[C@H]2c3cc(C(=O)N(C)C)n(CCCNc4ncc(C(F)(F)F)cc4Cl)c3C[C@H]2CN1C(=O)c1ccccc1 | 1% | x | -12 | -9% | x | x | x
49 | O=C(Nc1nc(-c2ccc(Cl)cc2)cs1)c1cccnc1 | -21% | 1% | 12 | -7% | -2% | -19% | -31%
50 | Cn1nnc2c(N3CCN(c4ccccc4Cl)CC3)ncnc21 | 2% | x | -32 | x | -4% | 4% | x
51 | O=C(NCc1cccnc1)c1ccccc1NS(=O)(=O)c1ccc(F)cc1F | -17% | 2% | -31 | 4% | -1% | 40µM* | -14%
52 | CCc1nn(CC(=O)NCCOC)c(=O)c2cc3cc(F)ccc3n12 | 2% | x | -4 | x | -1% | -4% | x

Fetched one by one from the entries so far (6):
cpd | Compound | TbPYK inhibitor | LmPK inhibitor | HCMV antiviral | AMA1 RON2 block | AmpC inh detg | Sm TGR block | AmpC inh no detg
41 | O=C(Cc1ccc(Cl)c(Cl)c1)N/N=C/c1cccnc1 | 5% | 5% | 19 | 1% | u | 0% | -3%
19 | Cc1ccc(NC(=O)COC(=O)CCC(=O)c2cccs2)cc1C | -2% | -1% | -9 | 0% | -2% | 10% | -10%
26 | CC(=O)Nc1ccc(S(=O)(=O)N2Cc3cnnn3-c3ccccc3C2C#N)cc1 (stereo not given) | -4% | x | 8 | -3% | x | x | x
6 | O=C(CSC1=Nc2ccccc2N=C(c2ccc(F)cc2)C1)Nc1cccc(C(F)(F)F)c1 | -1% | x | -18 | x | -3% | -5% | x
50 | Cn1nnc2c(N3CCN(c4ccccc4Cl)CC3)ncnc21 | 2% | x | -32 | x | -4% | 4% | x
24 | Cc1cc(C)c(OCCCCN2CCC(C)CC2)c(Br)c1 | -1% | -2% | u | -20% | -3% | -1% | 16%

Given with each value named: three of the compounds above
#41 O=C(Cc1ccc(Cl)c(Cl)c1)N/N=C/c1cccnc1
- TbPYK inhibitor: 5%
- LmPK inhibitor: 5%
- HCMV antiviral: 19
- AMA1 RON2 block: 1%
- AmpC inh detg: u
- Sm TGR block: 0%
- AmpC inh no detg: -3%
#42 Nc1nccnc1C(=O)OCC(=O)NNC(=O)c1ccccc1
- TbPYK inhibitor: -5%
- LmPK inhibitor: -3%
- HCMV antiviral: -12
- AMA1 RON2 block: 23%
- AmpC inh detg: 1%
- Sm TGR block: -25%
- AmpC inh no detg: -16%
#43 COc1ccc(-c2nn(CCC#N)cc2C(=O)Nc2cccc([N+](=O)[O-])c2)cc1OC
- TbPYK inhibitor: -7%
- LmPK inhibitor: -4%
- HCMV antiviral: 23
- AMA1 RON2 block: -2%
- AmpC inh detg: u
- Sm TGR block: -11%
- AmpC inh no detg: 8%
